SRC1 TRFRET art: counter-screen for PPARgamma SRC-1 recruitment agonists: TR-FRET artefact | 99,000 tested, 0.34% active | AID 1051 | TR-FRET detection artefact counter-screen, emission ratio; hits give high values | TR-FRET ratio at 8 µM; in the data active means TR-FRET ratio above about 2300; further: inactives centre near 1800; reference of the scale not given here
SRC3 TRFRET art: flags TR-FRET format artefacts in PPARgamma SRC-3 recruitment agonist screen; TR-FRET ratio at 8 µM; 99,000 tested, 0.39% active; TR-FRET artefact counter-screen, PPARgamma/SRC-3 format; hits give high values; in the data active means TR-FRET ratio above about 2000; further: inactives centre near 1600; reference of the scale not given here
* = called active by the depositor.

Sample of the layout (7 entries):
For CCCCC(CC)c1nnc(NC(=O)c2cccs2)s1 (stereo not drawn) the results were SRC1 TRFRET art 1873 and SRC3 TRFRET art 1670.
For CN(C)CCN(C(=O)c1cc(Cl)sc1Cl)c1nc2ccc(F)cc2s1 the results were SRC1 TRFRET art 1958 and SRC3 TRFRET art 1567.
Screening CC(C)CN(C(=O)CN1CCN(S(=O)(=O)c2ccccc2)CC1)c1c(N)n(CC(C)C)c(=O)[nH]c1=O returned SRC1 TRFRET art 1717 and SRC3 TRFRET art 1783.
Screening O=C(CCSc1nc2ccccc2s1)N/N=C/c1c(O)ccc2ccccc12 returned SRC1 TRFRET art 1943 and SRC3 TRFRET art 1690.
For O=S(=O)(c1ccc(NC(=S)Nc2ccccc2)cc1)N1CCOCC1 the results were SRC1 TRFRET art 1849 and SRC3 TRFRET art 1506.
CCOC(=O)c1cc(-c2ccccc2)n(CCC(=O)N2CCN(c3ccccn3)CC2)c1C was read as SRC1 TRFRET art 1876 and SRC3 TRFRET art 1622.
For Cn1c(N)c(C(=O)COC(=O)c2cc(-c3ccco3)nc3ccccc23)c(=O)n(C)c1=O the results were SRC1 TRFRET art 1901 and SRC3 TRFRET art 1403.

This part in full, previewed entries included:
For CCCCC(CC)c1nnc(NC(=O)c2cccs2)s1 (stereo not drawn) the results were SRC1 TRFRET art 1873 and SRC3 TRFRET art 1670.
For CN(C)CCN(C(=O)c1cc(Cl)sc1Cl)c1nc2ccc(F)cc2s1 the results were SRC1 TRFRET art 1958 and SRC3 TRFRET art 1567.
Screening CC(C)CN(C(=O)CN1CCN(S(=O)(=O)c2ccccc2)CC1)c1c(N)n(CC(C)C)c(=O)[nH]c1=O returned SRC1 TRFRET art 1717 and SRC3 TRFRET art 1783.
Screening O=C(CCSc1nc2ccccc2s1)N/N=C/c1c(O)ccc2ccccc12 returned SRC1 TRFRET art 1943 and SRC3 TRFRET art 1690.
For O=S(=O)(c1ccc(NC(=S)Nc2ccccc2)cc1)N1CCOCC1 the results were SRC1 TRFRET art 1849 and SRC3 TRFRET art 1506.
CCOC(=O)c1cc(-c2ccccc2)n(CCC(=O)N2CCN(c3ccccn3)CC2)c1C was read as SRC1 TRFRET art 1876 and SRC3 TRFRET art 1622.
For Cn1c(N)c(C(=O)COC(=O)c2cc(-c3ccco3)nc3ccccc23)c(=O)n(C)c1=O the results were SRC1 TRFRET art 1901 and SRC3 TRFRET art 1403.
Screening Cc1cc(NC(=O)/C=C/c2ccccc2)c(C(C)C)cc1O returned SRC1 TRFRET art 1657 and SRC3 TRFRET art 1349.
Screening Cc1cccc2nc3ccccc3nc12 returned SRC1 TRFRET art 2114 and SRC3 TRFRET art 1546.
Screening Cc1cc(C(=O)OCC(=O)Nc2ccccc2)c(C)o1 returned SRC1 TRFRET art 1595 and SRC3 TRFRET art 1570.
`CN(C(=S)NCCN1CCOCC1)C(c1ccccc1)c1ccccc1` gave SRC1 TRFRET art 1913 and SRC3 TRFRET art 1522.
`CC1(C)C(=O)OC(c2cccn2-c2ccc([N+](=O)[O-])cc2)C2(CCCCC2)C1=O` (stereo not drawn) gave SRC1 TRFRET art 1500 and SRC3 TRFRET art 1420.
COCCN(CCOC)C(=S)Nc1ccccc1 was read as SRC1 TRFRET art 1912 and SRC3 TRFRET art 1622.
`CC(=Nc1ccc(C)cc1C)c1sc2ccccc2c1O` gave SRC1 TRFRET art 1757 and SRC3 TRFRET art 1450.
`O=C(COC(=O)c1ccc(Br)o1)Nc1nc2ccccc2s1` gave SRC1 TRFRET art 1758 and SRC3 TRFRET art 1635.
Screening C[C@@H]1CC[C@H]2C(=O)N3[C@@H](CC[C@@H](C)[C@@H]3c3ccc(Br)cc3)C(=O)N2[C@H]1c1ccc(Br)cc1 returned SRC1 TRFRET art 1751 and SRC3 TRFRET art 1326.
CCOCCCNC(=O)/C=C1\Sc2ccccc2N(Cc2ccccc2F)C1=O was read as SRC1 TRFRET art 1846 and SRC3 TRFRET art 1632.
Screening N#Cc1ccccc1COC(=O)c1cccnc1N returned SRC1 TRFRET art 1489 and SRC3 TRFRET art 1412.
O=S(N1CCc2ccccc21)C12CC3CC(CC(C3)C1)C2 (stereo not drawn) was read as SRC1 TRFRET art 1769 and SRC3 TRFRET art 1438.
Cc1c(C(=O)O)cccc1-c1ccc(/C=C2/NC(=O)N(c3ccccc3)C2=O)o1 was read as SRC1 TRFRET art 1615 and SRC3 TRFRET art 1564.
Cc1ccc(NC(=S)NCc2ccc(S(N)(=O)=O)cc2)c(C)c1 was read as SRC1 TRFRET art 1782 and SRC3 TRFRET art 1815.
Screening SC(COCc1ccccc1)CN1CCN(Cc2ccc3c(c2)OCO3)CC1 (stereo not drawn) returned SRC1 TRFRET art 1721 and SRC3 TRFRET art 1351.
For BrC(=C\c1ccccc1)/C=N/Nc1nc2ccccc2[nH]1 the results were SRC1 TRFRET art 1586 and SRC3 TRFRET art 1467.
Cc1ccc(C(=O)COC(=O)c2cc(=O)[nH]c3ccccc23)cc1C was read as SRC1 TRFRET art 1953 and SRC3 TRFRET art 1684.
CNC(=O)N(C1=NCCCCC1)c1ccc(Br)cc1 was read as SRC1 TRFRET art 1690 and SRC3 TRFRET art 1695.
Screening O=C(NC1CCCC1)C(c1ccccc1F)N(C(=O)c1ccco1)C1CCCC1 (stereo not drawn) returned SRC1 TRFRET art 1610 and SRC3 TRFRET art 1635.
Screening CCN(CC)C(=O)c1ccc2c(c1[N+](=O)[O-])C(=O)c1ccccc1C2=O returned SRC1 TRFRET art 1606 and SRC3 TRFRET art 1426.
`N#CCCN(C(=O)COc1ccc(Br)cc1F)c1ccc(F)cc1` gave SRC1 TRFRET art 1950 and SRC3 TRFRET art 1766.
`Cc1cccc(OCCOc2ccccc2C=C(C#N)C#N)c1` gave SRC1 TRFRET art 1616 and SRC3 TRFRET art 1368.
Screening CC(=O)Oc1ccccc1C(=O)Nc1ncc([N+](=O)[O-])s1 returned SRC1 TRFRET art 1931 and SRC3 TRFRET art 1561.
Cc1cc(C)c[n+](CC(=O)c2ccc(-c3ccccc3)cc2)c1 was read as SRC1 TRFRET art 1405 and SRC3 TRFRET art 1378.
`O=C(NCCc1ccc2c(c1)OCCO2)c1ccc([N+](=O)[O-])cc1Cl` gave SRC1 TRFRET art 1833 and SRC3 TRFRET art 1724.
Screening CSc1nc(-c2ccccc2)cc(C)c1C#N returned SRC1 TRFRET art 1786 and SRC3 TRFRET art 1503.
For CC(C)Oc1cc(NC(=O)CS(=O)(=O)CC(=O)N(C)C)c(Cl)cc1Cl the results were SRC1 TRFRET art 1837 and SRC3 TRFRET art 1520.
For N#Cc1ccc(NC(=O)c2cc(-c3cccs3)on2)cc1 the results were SRC1 TRFRET art 1818 and SRC3 TRFRET art 1389.
For COCC(=O)N1CCN(c2nc3ccccc3o2)CC1 the results were SRC1 TRFRET art 1832 and SRC3 TRFRET art 1440.
Cc1cc(C(=O)CN2C(=O)NC3(CCCc4sccc43)C2=O)c(C)n1-c1ccccc1 (stereo not drawn) was read as SRC1 TRFRET art 1651 and SRC3 TRFRET art 1340.
For Cc1ccc2nc(NC(=O)CSc3nncc(=O)n3N)sc2c1 the results were SRC1 TRFRET art 1970 and SRC3 TRFRET art 1676.
`On1c(-c2ccccc2Cl)nc2ccccc21` gave SRC1 TRFRET art 2088 and SRC3 TRFRET art 1695.
Screening CN(Cc1ccon1)C(=O)CC1C(=O)NCCN1CC(C)(C)C (stereo not drawn) returned SRC1 TRFRET art 1812 and SRC3 TRFRET art 1577.
O=C(Nc1ccc(Cl)cc1)c1sccc1-n1cccc1 was read as SRC1 TRFRET art 1935 and SRC3 TRFRET art 1542.
For CCN(CC)C(=O)C(=O)c1c(-c2ccccc2)[nH]c2ccccc12 the results were SRC1 TRFRET art 1747 and SRC3 TRFRET art 1866.
Screening CCN1CCc2c(sc(NC(=O)c3ccc(S(=O)(=O)N4CCOCC4)cc3)c2C(N)=O)C1 returned SRC1 TRFRET art 1643 and SRC3 TRFRET art 1473.
O=C(Nc1cccc([N+](=O)[O-])c1)c1ccc(N2CCCC2=O)cc1 was read as SRC1 TRFRET art 1785 and SRC3 TRFRET art 1822.
Cc1ccc(Nc2c(-c3ccco3)nc3nc(C)cc(C)n23)cc1 was read as SRC1 TRFRET art 1811 and SRC3 TRFRET art 1790.
`COc1ccc(-n2nc(C(=O)NCC(=O)NCCCN3CCCCCC3)c3ccccc3c2=O)cc1Cl` gave SRC1 TRFRET art 2011 and SRC3 TRFRET art 1601.
For CCOC(=O)C1=C(CC)Nc2ccccc2N=C1NC(=O)CCNC(C)=O the results were SRC1 TRFRET art 1924 and SRC3 TRFRET art 1610.
`Cc1ccc(C(=O)NC(=S)Nc2cccc(NC(=O)c3ccccc3)c2)cc1[N+](=O)[O-]` gave SRC1 TRFRET art 1569 and SRC3 TRFRET art 1404.
Screening CC(C)NC(=O)Nc1ccc(Br)cc1Cl returned SRC1 TRFRET art 1375 and SRC3 TRFRET art 1629.
For O=C(CCS(=O)(=O)c1ccccc1)Nc1ccc(N2CCOCC2)cc1 the results were SRC1 TRFRET art 1658 and SRC3 TRFRET art 1339.
`C=CCNC(=S)N1CCC(C(N)=O)CC1` gave SRC1 TRFRET art 1636 and SRC3 TRFRET art 1613.
For Cn1cc(CN(CCCN2CCOCC2)C(=S)Nc2cccc(Cl)c2)c2ccccc21 the results were SRC1 TRFRET art 1526 and SRC3 TRFRET art 1430.
`COc1ccc(-n2c(C)cc(C(=O)COC(=O)c3cc(OC)c(OC)cc3NC(=O)c3cccs3)c2C)cc1` gave SRC1 TRFRET art 1954 and SRC3 TRFRET art 1569.
Screening O=C(CS(=O)(=O)c1cn(CC(=O)N2CCOCC2)c2ccccc12)Nc1ccccc1 returned SRC1 TRFRET art 2023 and SRC3 TRFRET art 1646.
For Cc1ccc(C(=O)C2CCN(CC(=O)N3CCN(c4ccc(F)cc4)CC3)CC2)cc1 the results were SRC1 TRFRET art 1879 and SRC3 TRFRET art 1421.
COc1ccccc1NC(=O)c1ccc(NS(=O)(=O)c2ccc(F)c(Cl)c2)cc1 was read as SRC1 TRFRET art 1635 and SRC3 TRFRET art 1569.
`CN(C)Cc1ccccc1Sc1cccc2ccccc12` gave SRC1 TRFRET art 1750 and SRC3 TRFRET art 1450.
For Cc1ccccc1Oc1cc(NC(=O)CCCn2nc(C)c([N+](=O)[O-])c2C)cc([N+](=O)[O-])c1 the results were SRC1 TRFRET art 1863 and SRC3 TRFRET art 1743.
For CCc1c(C)sc2nc3c(C(=O)N4CCOCC4)cc(C(=O)c4cc(F)ccc4O)cn3c(=O)c12 the results were SRC1 TRFRET art 1944 and SRC3 TRFRET art 1436.
`O=C(CNS(=O)(=O)c1cccc(Cl)c1)OCc1csc(-c2ccccc2)n1` gave SRC1 TRFRET art 1650 and SRC3 TRFRET art 1509.

Pulled one by one from the list above, four records:
`O=C(CNS(=O)(=O)c1cccc(Cl)c1)OCc1csc(-c2ccccc2)n1` gave SRC1 TRFRET art 1650 and SRC3 TRFRET art 1509.
For Cn1c(N)c(C(=O)COC(=O)c2cc(-c3ccco3)nc3ccccc23)c(=O)n(C)c1=O the results were SRC1 TRFRET art 1901 and SRC3 TRFRET art 1403.
CNC(=O)N(C1=NCCCCC1)c1ccc(Br)cc1 was read as SRC1 TRFRET art 1690 and SRC3 TRFRET art 1695.
For CCc1c(C)sc2nc3c(C(=O)N4CCOCC4)cc(C(=O)c4cc(F)ccc4O)cn3c(=O)c12 the results were SRC1 TRFRET art 1944 and SRC3 TRFRET art 1436.

(continued)
`CC(C)CCOc1cccc(OCC(=O)O)c1` gave SRC1 TRFRET art 1682 and SRC3 TRFRET art 1721.
Cc1ccc2c(c1)NCC(C(=O)NC1CCC(C)CC1)O2 (stereo not drawn) was read as SRC1 TRFRET art 1656 and SRC3 TRFRET art 1514.
For COC(=O)C1=C(C)NC(=O)NC1c1cn(-c2ccccc2)nc1-c1cccs1 (stereo not drawn) the results were SRC1 TRFRET art 1809 and SRC3 TRFRET art 1794.
`COc1ccc(/C=C/C(=O)Nn2cnnc2)cc1` gave SRC1 TRFRET art 1810 and SRC3 TRFRET art 1389.
Screening Cc1cccn2c(=O)c(/C=C(\C#N)S(=O)(=O)c3ccccc3)c(Oc3ccc(Cl)cc3)nc12 returned SRC1 TRFRET art 1774 and SRC3 TRFRET art 1702.
For COc1ccc(C)cc1NC(=O)C(c1ccccc1)N1CCNC(=O)C1 (stereo not drawn) the results were SRC1 TRFRET art 1643 and SRC3 TRFRET art 1722.
Screening C=Cc1ccc2c(c1)N(C)C(=C)S2 returned SRC1 TRFRET art 1902 and SRC3 TRFRET art 1596.
Screening CCC1Oc2ccc(C)cc2N(CC(=O)NCCC2=CCCCC2)C1=O (stereo not drawn) returned SRC1 TRFRET art 2004 and SRC3 TRFRET art 1681.
COc1cc(CC(=O)OCC(=O)Nc2ccc(N3CCOCC3)cc2)cc(OC)c1OC was read as SRC1 TRFRET art 1405 and SRC3 TRFRET art 1607.
Fc1ccc2[nH]c3c(N4CCN(c5ccccc5)CC4)ncnc3c2c1 was read as SRC1 TRFRET art 1870 and SRC3 TRFRET art 1535.
`Cc1ccc(NC(=O)c2ccc(F)cc2)cc1S(=O)(=O)N1CCCCCC1` gave SRC1 TRFRET art 1408 and SRC3 TRFRET art 1444.
CC(=O)N1CCN(CC(=O)Nc2ccccc2Sc2ccc(Cl)cc2)CC1 was read as SRC1 TRFRET art 1701 and SRC3 TRFRET art 1535.
Screening Cc1nc(NC(=O)COC(=O)CCc2nc3ccccc3s2)c(Cl)cc1Cl returned SRC1 TRFRET art 1868 and SRC3 TRFRET art 1482.
For C/C(=N\NC(=O)c1nn(C)cc1Cl)c1ccncc1 the results were SRC1 TRFRET art 1870 and SRC3 TRFRET art 1690.
COc1cccc(NC(=O)NC2CCCc3ccccc32)c1 (stereo not drawn) was read as SRC1 TRFRET art 1664 and SRC3 TRFRET art 1601.
`CCCNC(=O)NNC(=O)c1ccc(F)cc1` gave SRC1 TRFRET art 1767 and SRC3 TRFRET art 1685.
`O=C(CSc1nc2[nH]ncc2c(=O)[nH]1)N1CCCC1` gave SRC1 TRFRET art 1805 and SRC3 TRFRET art 1475.
`O=C(c1ccc(Cl)c(S(=O)(=O)N2CCCC2)c1)N1CCN(c2ccc(F)cc2)CC1` gave SRC1 TRFRET art 1771 and SRC3 TRFRET art 1580.

High-throughput results as filed in PubChem BioAssay.

Only part of the results is shown; count on the stated rates, not on these rows.
